GPR35 arrestin U2OS = GPR35 antagonists blocking zaprinast-driven arrestin recruitment, primary screen, imaging, U2OS, beta-arrestin-GFP, zaprinast agonist (AID 2058) | U2OS GPR35 beta-arrestin-GFP translocation imaging, zaprinast antagonism; higher % means a stronger effect | inhibition, % at 10 µM, or IC50 in µM where a hit was titrated | 0.052% of 290,000 active;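 active means inhibition of at least 50% with at least 30 cells and total cytoplasm GFP at most 10,000,000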
HIV fusion peptide = inhibitors of HIV fusion peptide binding, primary screen, biochemical, uHTS, fluorescence dequenching (AID 1986) | cell-free peptide binding, fluorescence dequenching, 30 min; higher % means a stronger effect | one-dose inhibition, % at 20 µM; IC50 in µM for titrated hits | 0.3% of 290,000 active; in the data active means inhibition mostly above about 52%, no sharp cut-off; inactive means mostly below about 76%; further: some results filed as inactive read as strong as hits
GPR55 antagonists = GPR55 antagonists blocking LPI-driven arrestin recruitment, primary screen, imaging, U2OS, beta-arrestin-GFP, LPI agonist (AID 2013). U2OS GPR55 beta-arrestin-GFP translocation imaging, LPI antagonism; higher % means a stronger effect. inhibition, % at 10 µM; hits with a dose series show IC50 in µM. 0.13% of 290,000 active;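 active means spots per cell inhibited over 60%, with over 100 cells counted and total cytoplasm intensity under 500,000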;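 further: U2OS cells stably carrying GPR55 and arrestin-GFP stimulated by 5 µM LPI near EC80; imaged beta-arrestin-GFP aggregate spots per cell after agonist stimulation; plate controls were LPI-stimulated DMSO wells for no effect and DMSO wells without LPI for full effect; some results filed as inactive read as strong as hits; confirmed hits need IC50 under 10 µM and bright autofluorescent wells are also inconclusive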
NOD1 NF-kB reporter = NOD1 signaling inhibitors, primary screen, cell-based, luminescence, uHTS (AID 1578). NOD1-driven NF-kB luciferase reporter cells, luminescence; higher % means a stronger effect. 1% of 290,000 active. inhibition, % at 4 µM, or EC50 in µM where a hit was titrated; in the data active means inhibition mostly above about 36%, no sharp cut-off; inactive means mostly below about 34%;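 further: HEK-293T reporter cells stimulated with the NOD1 agonist gamma-tri-DAP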
West Nile antiviral = inhibition of WNV-induced cytopathic effect – cell-based, CPE readout (AID 1621). West Nile virus-infected cells, CPE inhibition; higher % means a stronger effect. CPE inhibition, % at 10 µM; hits with a dose series show IC50 in µM. 0.02% of 290,000 active; in the data active means a potency from the dose series; further: strong numbers were not always called active
KOR beta-arrestin-1 = kappa opioid receptor blockers – cell-based, luminescence, uHTS (AID 1778) | KOR beta-arrestin recruitment, luminescence, antagonist mode; higher % means a stronger effect | one-dose inhibition, % at 10 µM; IC50 in µM for titrated hits | 0.091% of 290,000 active; in the data active means inhibition above about 50%; further: strong numbers were not always called active
GPR55 beta-arrestin = GPR55 agonists via beta-arrestin recruitment, primary screen, imaging, U2OS cells, beta-arrestin-GFP redistribution (AID 1961); U2OS GPR55 beta-arrestin-GFP redistribution imaging; higher % means a stronger effect; 0.048% of 290,000 active; activation, % at 10 µM; hits with a dose series show EC50 in µM;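 active means activation above 40% with more than 50 cells counted in the well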;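 further: U2OS osteosarcoma cells stably expressing GPR55 and beta-arrestin-GFP; plate controls were DMSO negative control for no effect and LPI positive control for full effect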
KOR beta-arrestin-2 = KOR agonists, beta-arrestin recruitment, primary screen, cell-based, luminescence, uHTS (AID 1777); KOR beta-arrestin recruitment, luminescence; higher % means a stronger effect; one-dose activation, % at 10 µM; EC50 in µM for titrated hits; 0.02% of 280,000 active; in the data active means activation above about 50%, passing the limit was not always enough; further: a part of the inactive calls stands beside numbers as strong as those of hits
NS5 inhibitors = Dengue-2 NS5 methyltransferase inhibitors, primary screen, biochemical, confirmation dose response (AID 588689); Dengue-2 NS5 methyltransferase capping enzyme assay, biochemical; higher % means a stronger effect; inhibition, % at 25 µM; hits with a dose series show IC50 in µM; 0.3% of 340,000 active; in the data active means a potency from the dose series
NS5 inhibitors pilot replicate = further read-out of NS5 inhibitors, marked with its call; inhibition, %; measured here: pilot screen replicate inhibition
* hit, by the source's call; · = not tested or not shown; [ ] = another dose, or the depositor's remark. An excerpt; rates above refer to the full screens.

The opening seven entries as a preview:
SMILES | GPR35 arrestin U2OS | HIV fusion peptide | GPR55 antagonists | NOD1 NF-kB reporter | West Nile antiviral | KOR beta-arrestin-1 | GPR55 beta-arrestin | KOR beta-arrestin-2 | NS5 inhibitors | others
c1cncc(-c2nc(-c3ccco3)cs2)c1 | 4.5% | 9.7% | -24.5% | 1.2% | 0.4% | -14.1% | 0.3% | -1.1% | -6.8%
CCN(CC)S(=O)(=O)c1cc(C(=O)Nc2cccnc2Cl)ccc1Cl | -5.5% | 0.0% | -0.2% | -9.0% | -2.0% | 11.8% | 0.0% | -5.3% | -12.5%
CC(C)(C)OC(=O)N1CCC[C@H]1c1nnc(SCc2c(F)cccc2Cl)o1 | 14.2% | 1.6% | 2.0% | -9.1% | -0.1% | -6.2% | -0.2% | -2.9% | 3.4%
COc1ccccc1NC(=O)COc1ccc(/C=N/NS(=O)(=O)c2ccc(C)cc2)cc1 | 2.7% | 1.1% | 6.2% | -7.9% | 0.7% | -15.5% | 0.0% | 5.1% | 4.3%
CCOc1ccccc1NC(=O)CCc1nnc2ccc(NCc3ccco3)nn12 | 8.2% | 1.1% | 7.2% | -13.1% | -0.3% | -3.2% | 0.3% | -3.7% | -12.3%
CCOC(=O)N1CCC(NC(=O)CSCc2nc(-c3cccc(OC)c3)oc2C)CC1 | 14.7% | -1.9% | 9.5% | 18.1% | -1.1% | -11.1% | 0.2% | 0.5% | 2.5% | NS5 inhibitors pilot replicate=1.8
CCOc1ccc(N(CC(=O)NC2CCCCC2)C(=O)Cn2nnc(-c3ccc(C)o3)n2)cc1 | -5.2% | -1.2% | 2.9% | -29.7% | -0.4% | -28.7% | -0.1% | -3.8% | -4.1%

All compounds of this part (from the top)
SMILES | GPR35 arrestin U2OS | HIV fusion peptide | GPR55 antagonists | NOD1 NF-kB reporter | West Nile antiviral | KOR beta-arrestin-1 | GPR55 beta-arrestin | KOR beta-arrestin-2 | NS5 inhibitors | others
c1cncc(-c2nc(-c3ccco3)cs2)c1 | 4.5% | 9.7% | -24.5% | 1.2% | 0.4% | -14.1% | 0.3% | -1.1% | -6.8%
CCN(CC)S(=O)(=O)c1cc(C(=O)Nc2cccnc2Cl)ccc1Cl | -5.5% | 0.0% | -0.2% | -9.0% | -2.0% | 11.8% | 0.0% | -5.3% | -12.5%
CC(C)(C)OC(=O)N1CCC[C@H]1c1nnc(SCc2c(F)cccc2Cl)o1 | 14.2% | 1.6% | 2.0% | -9.1% | -0.1% | -6.2% | -0.2% | -2.9% | 3.4%
COc1ccccc1NC(=O)COc1ccc(/C=N/NS(=O)(=O)c2ccc(C)cc2)cc1 | 2.7% | 1.1% | 6.2% | -7.9% | 0.7% | -15.5% | 0.0% | 5.1% | 4.3%
CCOc1ccccc1NC(=O)CCc1nnc2ccc(NCc3ccco3)nn12 | 8.2% | 1.1% | 7.2% | -13.1% | -0.3% | -3.2% | 0.3% | -3.7% | -12.3%
CCOC(=O)N1CCC(NC(=O)CSCc2nc(-c3cccc(OC)c3)oc2C)CC1 | 14.7% | -1.9% | 9.5% | 18.1% | -1.1% | -11.1% | 0.2% | 0.5% | 2.5% | NS5 inhibitors pilot replicate=1.8
CCOc1ccc(N(CC(=O)NC2CCCCC2)C(=O)Cn2nnc(-c3ccc(C)o3)n2)cc1 | -5.2% | -1.2% | 2.9% | -29.7% | -0.4% | -28.7% | -0.1% | -3.8% | -4.1%
CCOC(=O)c1c(-c2ccc(C)o2)csc1NC(=O)CN1CCC(C(N)=O)CC1 | -0.7% | -1.8% | -0.6% | 16.4% | 0.1% | -15.0% | -0.6% | -5.9% | -17.8%
Cc1csc(NC(=O)CSc2nnc(-c3ccoc3C)o2)n1 | 6.4% | 0.8% | -19.5% | 10.0% | 0.8% | -21.0% | 0.0% | -1.5% | 2.4%
COc1ccc(CC(=O)Nc2nc3ccccc3[nH]2)cc1 | 13.9% | -0.2% | -6.9% | 0.6% | 0.3% | -2.6% | 0.3% | -0.1% | -12.4%
Cc1ccc(-c2cn3c(n2)CCCC3)cc1 | -1.9% | 6.9% | 4.6% | 14.3% | -0.7% | 12.1% | 0.9% | -3.7% | -12.1%
Cc1ccccc1OCC(=O)NNC(=O)CN1C(=O)c2ccccc2C1=O | -2.1% | 1.1% | 8.7% | -20.4% | -0.2% | -13.3% | 0.2% | -5.9% | -2.9%
C=CCNc1nc(SC)nc2ccsc12 | 1.2% | 1.0% | -4.7% | -13.0% | -0.1% | -24.0% | -0.2% | -3.9% | 5.4%
S=C(NCCCCc1ccccc1)NCc1ccccc1 | -5.6% | -0.9% | 1.2% | -30.4% | 0.0% | 14.1% | -0.1% | -5.5% | -3.9%
CN(C)CCCNC(=S)NCCNc1nc2cc3c(cc2cc1C#N)OCO3 | 8.8% | -1.5% | -6.0% | -31.3% | 1.2% | 0.9% | 0.6% | 3.3% | 3.8%
COc1ccc(-c2csc(NC(=O)CSc3ncn[nH]3)n2)cc1OC | 14.9% | 0.9% | 16.1% | -11.5% | 0.6% | -0.4% | -0.6% | -2.0% | -0.8%
Cc1ccc(/C=c2\sc3nc(-c4cccs4)nn3c2=O)o1 | -9.1% | 24.3% | 8.6% | -16.9% | -0.4% | 6.2% | -0.2% | -0.7% | 4.1%
Cc1ccc(CNC(=O)CCCn2nc(C)n3ccnc3c2=O)cc1 | -9.9% | 1.8% | 7.5% | -22.0% | 0.0% | 0.1%[20 µM] | -0.2% | -1.2% | -1.4%
CCN(CC)CCN(Cc1cc2cc3c(cc2[nH]c1=O)OCCO3)C(=S)NCCCN(C)C | 0.2% | 1.2% | 5.0% | -24.7% | -0.4% | 12.7%[20 µM] | -0.2% | -5.0% | 5.4%
Cc1cc(C)n(-c2nc(-n3nc(C)cc3C)c3c4c(sc3n2)COC(C)(C)C4)n1 | 18.8% | -1.4% | 1.2% | 12.7% | · | -45.5% | -0.1% | 4.1% | ·
CCCC(=O)OCC(=O)Nc1ccc([N+](=O)[O-])cc1C#N | 5.1% | -0.4% | -5.0% | 1.7% | -0.1% | -1.2% | 0.3% | -1.2% | -8.5%
CC(=O)NCC(=O)OCN1C(=O)c2ccccc2C1=O | -21.1% | -0.6% | 2.5% | -23.4% | 0.4% | 18.3% | -0.1% | -2.3% | 4.0%
Cc1cc(=O)oc2cc(NC(=O)c3cc4ccccc4o3)ccc12 | 0.6% | -3.5% | -10.2% | -13.2% | · | -35.9% | 0.2% | -3.5% | ·
CCn1cc(/C=C(\NC(=O)c2ccccc2F)C(=O)N2CCOCC2)c2ccccc21 | -0.1% | 1.0% | 9.6% | -17.0% | 0.2% | -20.1% | -0.2% | -1.8% | -17.8%
COCCNC(=O)CNC(=S)N(Cc1ccccc1)Cc1cccnc1 | -10.0% | 0.2% | 2.1% | -8.2% | -1.2% | -16.2% | -0.2% | 1.9% | -4.0%
CCN(CC)C(=O)C1CCC(CNS(=O)(=O)c2cccc3nsnc23)CC1 (stereo unspecified) | 10.1% | -0.7% | 7.9% | -17.0% | -0.3% | -7.8% | -0.1% | 1.1% | -5.4%
O=C(c1ccccc1)N1CCN(C(=O)c2ccccc2)CC1 | 7.6% | -1.0% | 1.9% | -19.7% | 0.5% | 18.0% | -0.3% | -3.4% | -9.7%
Cc1cc(C)cc(N=C(NO)c2cccc([N+](=O)[O-])c2)c1 | 3.7% | 1.6% | 8.2% | 15.1% | -0.3% | 2.5% | 0.6% | 31.3% | 5.4%
CCOC(=O)CSC1=C(C#N)C(c2ccccc2)C(C(C)=O)=C(C)N1 (stereo unspecified) | 2.1% | -0.3% | -2.2% | -32.3% | 0.9% | -40.0% | -0.1% | 0.5% | -4.2%
COc1ccc(OCc2nnc(SCC(=O)N3CCOCC3)o2)cc1 | 4.0% | -0.7% | 9.4% | -22.3% | 0.3% | -56.1%[20 µM] | 0.2% | -5.1% | -8.9%
CCCN1CNC(=S)N(c2cc(C)ccc2C)C1 | -11.8% | -0.5% | 9.2% | -27.7% | 0.4% | 9.8% | 0.2% | -9.3% | -6.2% | NS5 inhibitors pilot replicate=-6.7
COC(=O)CC1=C(C(=O)OC)[C@@H](c2ccccc2[N+](=O)[O-])C(C#N)=C(N)O1 | 3.5% | -0.1% | 0.4% | -10.5% | 0.6% | -4.7% | -0.1% | 0.1% | 4.7%
CCCCC1CCC(C(=O)NCC(c2ccco2)N2CCOCC2)CC1 (stereo unspecified) | -13.4% | -0.9% | 10.6% | -8.1% | 0.1% | 2.6% | -0.3% | 8.9% | -3.1%
O=C(c1ccc(Cn2cnnn2)cc1)N1CCCC(Nc2ccc(F)cc2)C1 (stereo unspecified) | -3.3% | -0.3% | 0.8% | -11.3% | -0.9% | -7.9% | -0.1% | -0.6% | -9.4%
CC(CS(=O)(=O)c1ccccc1[N+](=O)[O-])N1CCOCC1 (stereo unspecified) | -3.2% | -0.9% | 4.3% | -17.7% | -0.9% | -10.1% | 0.2% | -3.8% | -8.0%
CC(=O)c1cccc(N(C(=O)CNC(=O)c2ccco2)C(C(=O)NC2CCCC2)c2ccc(C)o2)c1 (stereo unspecified) | 6.3% | 1.1% | 17.8% | -21.4% | -0.7% | -21.1%[20 µM] | 0.7% | · | -6.0%
C=CCOc1ccc(/C=C/C(=O)Nc2ccc(C(=O)NC)cc2)cc1 | 0.2% | 0.7% | 8.0% | -10.1% | -0.3% | 17.5% | -0.1% | 2.6% | ·
COc1ccc(C(CNC(=O)Nc2ccccc2)N2CCN(C)CC2)cc1 (stereo unspecified) | 1.2% | -1.5% | 2.7% | -5.0% | -0.1% | -4.3% | -0.1% | 6.6% | -7.1%
COc1ccccc1NC(=S)N1CCN(c2ncccn2)CC1 | -12.5% | -1.4% | 6.9% | -4.8% | -0.3% | 8.9% | 0.0% | -2.1% | ·
O=[N+]([O-])c1ccc2nc(C(O)C(O)c3nc4ccc([N+](=O)[O-])cc4[nH]3)[nH]c2c1 (stereo unspecified) | -7.0% | 12.8% | 6.0% | 14.4% | -0.2% | 8.4%[20 µM] | -0.2% | -4.5% | -1.9%
Cc1ccc2c(c1)COc1c3ccc(C(=O)NC(C)C)cc3nn1-2 | -8.0% | -0.2% | 3.4% | -9.5% | 0.1% | 10.7% | -0.2% | 7.9% | -0.8%
CCCCC1(C(=O)OCC)CC(CSC(=N)N)OC1=O (stereo unspecified) | 1.0% | -0.1% | 7.8% | -39.3% | -0.4% | -51.9%[20 µM] | 0.2% | · | ·
CCn1c(O)c(/C=C2\C=Nc3ccccc32)sc1=Nc1ccc(C)cc1 | -3.5% | 0.6% | 21.3% | 19.9% | -0.6% | 17.5% | -0.1% | 6.6% | 0.3%
CCOC(=O)c1ccc(NCCOC)c([N+](=O)[O-])c1 | -5.8% | -1.4% | -2.3% | -52.3% | -1.3% | 1.5% | 0.6% | -2.2% | 2.2%
O=C(CN1CCC(C(=O)c2ccc(F)cc2)CC1)Nc1ccccc1Cl | 5.1% | 0.3% | -4.5% | -23.4% | 0.1% | -12.0% | -0.2% | -3.4% | -4.1%
